Screening results deposited in PubChem BioAssay by several laboratories.
HSF1 inhib = HSF1 inhibitors in luciferase reporter cells, primary screen, cell-based, NIH3T3, luminescence. NIH3T3-HGL HSE-luciferase, MG132-induced, luminescence 8 h; active compounds read low. activity change, negative = inhibition, % at 7.5 µM (by protocol). actives 0.77% (n = 300,000). AID 2098, 2009;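 active means more than half of replicate wells show activity change below -50%, luminescence cut by over half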;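 further: luciferase reports HSF-1 transcriptional activity via heat shock element; 0% = median of DMSO wells and -100% = zero luminescence signal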
HSF1 activator = HSF-1 activators, primary screen, NIH3T3-HGL cells, MG132 stress, luminescence, single point. NIH3T3-HGL HSF-1 luciferase reporter, 8 h; 100% = twice DMSO control signal. activation, % at 9 µM. actives 1.7% (n = 300,000). AID 504408, 2011;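 active means mean replicate activation of at least 50% with a set share of replicates each reaching 50%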;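 further: 0% = median of the neutral control wells and 100% = twice that signal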
aSyn 5UTR inh = MLPCN primary screen, SNCA 5' untranslated region | actives 0.82% (n = 300,000) | inhibition, % (tested at 7.5 µM) | alpha-synuclein 5'UTR reporter, inhibitor activity; in the data active means inhibition above about 60%;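 further: H4 neuroglioblastoma cells stably carrying SNCA 5'UTR luciferase fusion; 0% = DMSO wells and 100% = positive control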
Dyrk1A ADPGlo = rat Dyrk1A kinase inhibitors, primary screen, biochemical, single point, plate reader | Dual specificity tyrosine-phosphorylation-regulated kinase 1A (Rattus norvegicus), Q63470 | ADP-Glo luminescence, NFATc1 peptide | inhibition, % at 12.5 µM | actives 0.43% (n = 310,000) | AID 504441, 2011; in the data active means inhibition above about 50%;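 further: plate controls were vehicle with enzyme for no effect and no enzyme for full effect; many of its hits are not listed in these tables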
HSP90 refold inh = HSP90 inhibitors, primary screen, cell lysate, luminescence; inhibition, % at 5.6 µM; Rabbit reticulocyte lysate, luciferase refolding luminescence, 3 h; Heat shock protein HSP 90 (rabbit reticulocyte lysate; luciferase refolding); actives 0.91% (n = 290,000);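 active means inhibition above the screen-wide mean plus 3 SD, computed separately per campaign, cut at about 16% in these data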;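 further: 0% = DMSO wells and 100% = 60 µM geldanamycin wells; inhibitors lower the luminescence because luciferase stays unfolded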
KLF5 inh = KLF5 expression inhibitors, primary screen, DLD-1 cells, luminescence; inhibition, % at 5 µM; DLD-1 KLF5 promoter-luciferase reporter; actives 0.23% (n = 290,000);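 active means inhibition above a per-plate limit of that plate's mean compound inhibition plus 3 SD, cut at about 60% in these data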;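 further: 0% = DMSO wells and 100% = LY294002 at 200 µM; higher means less KLF5 promoter-driven luciferase light; inactives centre near -14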
IEC-6 cytotox = cytotoxicity in IEC-6 intestinal epithelial cells, primary screen, cytotoxicity control for KLF5 inhibitor project, cell-based, luminescence. actives 0.78% (n = 290,000). IEC-6 cytotoxicity, luminescence viability. inhibition, % at 5 µM; in the data active means inhibition above about 22%;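 further: 0% = plate median of test compound wells and 100% = cytotoxic reference compound wells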
Platelet DG rel = inhibitors of platelet dense granule secretion, primary screen, cell-based, MLPCN, human platelets; human platelet-rich plasma, SFLLRN dense granule ATP release, luminescence; inhibition, %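 (compounds screened at 7.5 µM in platelet-rich plasma)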; AID 1663, 2009; actives 0.22% (n = 300,000);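 active means mean replicate score, as percent of positive control, at or above 50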
GSK3B inh = human GSK3beta kinase inhibitors, primary screen, biochemical, cell-free homogeneous, HTS | actives 0.038% (n = 300,000) | GST-GSK3beta kinase, ADP-Glo luminescence, 60 min; active compounds read low | AID 2097, 2009 | Glycogen synthase kinase-3 beta (Homo sapiens), P49841 | activity score (negative = inhibition), % at 10 µM;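 active means more than half of replicate wells score below -50%, meaning over 50% inhibition versus plate controls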;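 further: 0% = median DMSO wells and -100% = median GW8510 positive control wells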
Target sequence (P49841 whole entry, looked up): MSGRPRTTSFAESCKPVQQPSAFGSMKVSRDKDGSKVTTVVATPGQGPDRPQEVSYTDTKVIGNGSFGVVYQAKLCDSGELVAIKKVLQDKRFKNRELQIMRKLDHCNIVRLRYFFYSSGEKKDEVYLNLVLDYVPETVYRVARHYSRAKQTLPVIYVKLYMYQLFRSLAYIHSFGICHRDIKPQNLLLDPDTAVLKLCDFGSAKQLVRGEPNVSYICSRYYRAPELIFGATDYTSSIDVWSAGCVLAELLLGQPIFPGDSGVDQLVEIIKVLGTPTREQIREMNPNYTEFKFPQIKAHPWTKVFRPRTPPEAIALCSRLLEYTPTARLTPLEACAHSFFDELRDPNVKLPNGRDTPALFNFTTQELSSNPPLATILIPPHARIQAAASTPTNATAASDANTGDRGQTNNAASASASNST
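Assay system: GST-tagged human GSK3beta kinase, cell-free; Input: 1.6 ng GSK3beta; Medium: Tris/MgCl2 kinase buffer; Timing: 60 min enzyme reaction, room temperature; Signal: ADP-Glo luminescence quantifying ADP generated by kinase; Evaluation: score relative to plate controls; Benchmarks: DMSO neutral wells and GW8510 at 20 µM as positive.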
GSK3 alpha inh = blockers of GSK3A enzyme activity – biochemical, luminescence, cell-free homogeneous, HTS, primary screen. Glycogen synthase kinase-3 alpha (Homo sapiens), P49840. GSK-3 alpha kinase, ADP-Glo luminescence, 60 min. inhibition, % at 10 µM. actives 0.1% (n = 320,000);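 in the data active means inhibition above about 50%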;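 further: GST-tagged GSK-3 alpha with peptide substrate and 25 µM ATP; 0% = DMSO neutral wells and 100% = GW8510 positive control wells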
Target sequence (P49840 whole entry, looked up): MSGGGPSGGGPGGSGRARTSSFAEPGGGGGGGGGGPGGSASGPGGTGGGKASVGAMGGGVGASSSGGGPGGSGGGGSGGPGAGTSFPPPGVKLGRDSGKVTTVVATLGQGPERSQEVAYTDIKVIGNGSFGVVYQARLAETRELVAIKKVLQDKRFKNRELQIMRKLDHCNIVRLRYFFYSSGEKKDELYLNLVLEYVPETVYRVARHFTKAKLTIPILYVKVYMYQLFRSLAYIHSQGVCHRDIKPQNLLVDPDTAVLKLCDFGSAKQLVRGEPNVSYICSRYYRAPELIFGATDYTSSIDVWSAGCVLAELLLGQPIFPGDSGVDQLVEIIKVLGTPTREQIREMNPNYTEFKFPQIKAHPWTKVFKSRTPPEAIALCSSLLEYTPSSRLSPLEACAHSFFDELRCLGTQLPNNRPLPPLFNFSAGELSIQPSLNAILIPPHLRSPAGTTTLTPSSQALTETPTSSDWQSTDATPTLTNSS
An asterisk follows results filed as active; x = not tested or not shown. The list is partial. The share of hits here may be higher or lower than overall.

SMILES	HSF1 inhib	HSF1 activator	aSyn 5UTR inh	Dyrk1A ADPGlo	HSP90 refold inh	KLF5 inh	IEC-6 cytotox	Platelet DG rel	GSK3B inh	GSK3 alpha inh
O=S(=O)(Nc1cccc(-c2ccc3nncn3n2)c1)c1cc(F)ccc1F	-3	-4	19	7	x	x	x	15	1	2
CN1CCN(c2nc3c(c(=O)[nH]c(=O)n3C)n2Cc2ccc(Cl)cc2)CC1	-4	-17	-1	8	-1	-61	1	0	-2	1
CC(C)N(CCNC(=O)c1ccc(CS(=O)(=O)c2c(Cl)cccc2Cl)o1)Cc1ccccc1	-4	-22	7	-5	-3	-16	-1	-4	2	0
O=Cc1cn(CC(O)Cn2cc(C=O)c3ccccc32)c2ccccc12	1	10	13	-2	2	-10	-3	4	-2	-1
O=C(OCC(=O)N1CCN(C(=O)c2ccco2)CC1)c1cccc(O)c1	-2	8	-21	2	-2	-34	-10	-13	1	8
CCc1nnc(NC(=O)NCN2C(=O)C3C4C=CC(C4)C3C2=O)s1 (centres undefined)	-2	0	3	-1	2	-4	2	4	2	-1
CCOC(=O)c1c(NC(=O)CSc2ncccn2)sc(C(=O)NC)c1C	2	3	24	-9	x	x	x	14	2	-5
Cc1ccc(-c2noc(CSc3nnc(Cc4cccs4)n3-c3ccccc3)n2)cc1	16	38	16	-1	5	-57	-5	-6	1	-2
O=C(C1CCCN(S(=O)(=O)c2ccc(Br)s2)C1)N1CCCCCC1 (centres undefined)	-1	7	-17	0	-1	-18	-2	-2	-4	-1
O=C(NCCN1CCCC1)C1CC(=O)N(C2CCCCC2)C1 (centres undefined)	2	-5	11	-1	-4	-2	-3	0	2	-1
CCCCN(CCCC)C(=O)c1cn(CC)c2cc(N3CCN(C)CC3)c(F)cc2c1=O	12	2	-5	-2	-3	-10	-5	-9	-2	-3
COC(=O)c1ccc(C(c2c(N)n(CC(C)C)c(=O)[nH]c2=O)N2CCN(c3ccccc3)CC2)cc1 (centres undefined)	12	26	-4	-3	-1	4	-5	-1	2	-12
Cc1ccc(Nc2ccc(S(=O)(=O)N3CCOCC3)cc2[N+](=O)[O-])cc1C	-40	-46	12	3	-2	-15	-3	-6	3	-2
Cc1ccnc(N2C(=O)c3ccccc3C2=O)c1	-2	-3	11	-3	-2	-14	3	-4	0	-1
CC(=O)N(CCc1ccccc1C)Cc1cc2cc3c(cc2[nH]c1=O)OCO3	-5	14	12	2	3	-7	-3	1	2	-2
O=C1C2C3C=CC(C3)C2C(=O)N1CCCCCCN1C(=O)C2C3C=CC(C3)C2C1=O (centres undefined)	x	x	x	-8	4	-43	-4	x	-26	0
COc1ccc(N2CCN(C(=O)CSc3nnc(-c4cccnc4)n3-c3ccccc3)CC2)cc1	-6	8	-6	-1	-4	-1	3	-4	6	1
COc1ccc(N/C(=C(/C(Cl)=C(Cl)Cl)[N+](=O)[O-])n2nnc3ccccc32)cc1OC	-1	-8	-11	x	2	-48	2	-2	0	1
CC(C)Nc1nc(NC(C)C)nc(C(=O)OCCO)n1	-2	11	-6	0	1	-6	-4	-4	1	-1
Clc1ccc(Nc2ncn[nH]2)c(Cl)c1	-5	11	11	25	-3	-13	-3	-2	-1	-4
COC(=O)CSc1nnc(NC(=O)/C=C\c2ccc3c(c2)OCO3)s1	-7	-13	14	-1	-3	-9	5	2	-8	0
CN(C)/C=C1\Cc2ccccc2C1=O	2	20	3	-1	14	-24	5	1	0	-1
CCn1c2ccccc2c2cc(/C=N/NC(=O)c3cc(O)cc(O)c3)ccc21	-6	-4	20	9	3	-24	0	2	-2	-2
O=C(Nc1ccccc1Cl)C1CCN(Cc2cnn(-c3ccccc3)c2-n2cccc2)CC1	1	1	-1	-2	8	-17	0	-1	-1	0
CCOC(=O)C(=O)C1=C(N2CCOCC2)/C(=C\c2ccc(F)cc2)CC1	-8	13	-33	-1	3	6	-2	-2	-24	x
CCC12CC3CC(C1)CC(C(=O)Nc1nn[nH]n1)(C3)C2	-9	-12	25	x	1	-3	-7	0	2	-2
Cc1cc(N)n(-c2ccc(S(=O)(=O)N3CCOCC3)cc2[N+](=O)[O-])n1	0	7	-18	4	5	-14	1	-9	-1	-2
Cc1ccc(C(C)C)c(OCCn2ccnc2C)c1	3	-15	32	-6	2	-24	0	8	1	-2
O=C(Nc1ccccn1)c1ccc(C(=O)c2ccccc2)cc1	11	18	-108	2	x	x	x	3	-1	-1
Cc1ccc(-c2nn3c(C)nnc3s2)cc1NC(=O)c1cccs1	5	19	-64	2	6	11	5	-1	-7	1
CCCn1nnnc1NCc1cccc(OC)c1	1	2	15	7	-3	-42	1	7	-1	1
CC(OC(=O)Cc1coc2cc3c(cc12)CCC3)C(=O)NC(N)=O (centres undefined)	7	25	0	-1	2	-5	8	-2	1	-2
O=C(Cn1nnc2ccccc21)c1ccccc1	-4	4	-29	1	5	-22	-5	-7	2	-2
CCOc1ccc(-n2c(C)nc3cc(C(=O)NCC4CCCO4)ccc32)cc1 (centres undefined)	-6	-20	14	7	-2	-23	-2	9	8	0
C/C(=N\N=C(N)N)c1ccc(Cl)c(Cl)c1	-2	1	-10	4	2	-2	10	-2	-7	5
CN(CC(=O)Nc1cccc2c1CCCC2)S(=O)(=O)c1ccc(Cl)cc1	4	2	15	4	-5	-12	2	-5	1	1
CCOc1ccc(CCNc2cc(C)nc3ncnn23)cc1OCC	7	2	-26	2	-2	-10	-1	-3	-1	x
CC(=O)C1C(c2cccc(Oc3ccccc3)c2)NC(=O)NC1(O)C(F)(F)F (centres undefined)	-11	14	0	-5	5	-21	2	-4	1	1
Cc1ccc(S(=O)(=O)NCCCCCC(=O)N(C)C)cc1	4	-6	2	-1	0	-10	-2	3	-1	-1
CCN(CC(=O)Nc1ccc(OC)cc1)C(=O)CN1C(=O)NC(C)(c2ccc3ccccc3c2)C1=O (centres undefined)	-7	-14	19	4	-1	-42	6	-4	3	0
O=C(Nc1sc2c(c1C(=O)NC1CCCCC1)CCC2)c1ccco1	0	11	25	0	-1	-37	0	-10	-3	x
Cc1[nH]c(=O)[nH]c(=O)c1NC(=O)c1cccs1	1	25	5	3	1	-11	-1	9	2	0
O=C(Nc1ccc(Cl)cc1)C1CCN(C(=O)c2ccco2)CC1	-5	3	-9	-3	6	-9	1	1	3	-1
CCCOC(=O)c1ccc(Nc2nc(C)cc(=O)[nH]2)cc1	-3	0	-21	4	2	-15	2	-4	0	0
CCOC(=O)C(C)Sc1cnccn1 (centres undefined)	5	-13	-14	-1	1	-8	-4	0	3	-3
CC(=O)Nc1ccc(NC(=O)Cn2nc([N+](=O)[O-])c(Br)c2C)cc1	-2	-3	18	-3	0	-12	6	-13	-1	-3
O=C(CCc1ccccc1)NCc1ccc(F)cc1	-5	1	-1	2	3	-10	-1	-2	3	-3
O=C(CCl)Nc1sccc1C(=O)c1ccccc1	43	61*	0	2	x	x	x	-3	-2	0
Cc1cccc(NC(=O)CSc2nnc(C3CC3)n2CC2CCCO2)c1 (centres undefined)	-1	0	-4	-17	2	-18	-1	-12	-7	-2
COc1ccc([N+](=O)[O-])cc1NC(=S)NC(NC(=O)Cc1ccc(OC)c(OC)c1)C(Cl)(Cl)Cl (centres undefined)	2	-3	-8	-4	-1	-32	-4	-5	3	-1
Cc1cccc(C)c1NC(=O)C1CCCN1S(=O)(=O)c1ccccc1 (centres undefined)	-10	0	7	0	-3	-23	-9	-2	x	1
Cc1ccc2c(c1)N(CC(=O)NCCC1=CCCCC1)C(=O)c1cccnc1O2	-4	-1	10	-3	-5	15	-6	6	0	-1
CC1=Nc2cc(C(=O)NCc3ccco3)ccc2Sc2ccc(C)cc21	-10	-19	101*	-2	5	68*	80*	18	-9	-7
Cc1cccc(C(=O)N2CCCC(N3CCN(c4ccccc4)CC3)C2)n1 (centres undefined)	-1	13	15	1	-5	-21	-3	-7	-1	-1
CC(Nc1oc(-c2ccco2)nc1C#N)c1ccccc1 (centres undefined)	5	19	-11	1	2	-17	5	3	-8	0
O=C(c1ccco1)N1CCN(c2ccc([N+](=O)[O-])c(N3CCOCC3)c2)CC1	-8	20	21	7	-8	5	-2	4	-1	-1
CCCCCn1c(=O)[nH]c2cc(C(=O)NCc3ccccn3)ccc2c1=O	-3	-4	-3	2	3	-17	-2	-2	8	2
C=CCNC(=O)C(=O)c1c(-c2ccccc2)[nH]c2ccccc12	-5	-15	4	-1	3	10	10	6	-1	0
CC1CCN(c2ccccc2NC(=O)c2ccc(N3CCOCC3)c([N+](=O)[O-])c2)CC1	x	x	37	-6	-2	-41	-2	16	-3	-6
Cc1nc2ccc(NC(=O)c3ccc(Cl)c([N+](=O)[O-])c3)cc2s1	-1	-9	-35	-2	0	-31	-6	-3	-1	-2
(next part)
SMILES	HSF1 inhib	HSF1 activator	aSyn 5UTR inh	Dyrk1A ADPGlo	HSP90 refold inh	KLF5 inh	IEC-6 cytotox	Platelet DG rel	GSK3B inh	GSK3 alpha inh
Cc1ccc(S(=O)(=O)N(CCO)c2cc3c(s2)CCCC3)cc1	1	15	27	-2	2	18	0	-13	1	-5
O=c1[nH]ncc(N2CCN(C(c3ccccc3)c3ccccc3)CC2)c1Cl	5	-12	-23	2	-2	0	-3	11	-15	2
COc1cc(/C=C2\SC(=S)N(Nc3ncc(C(F)(F)F)cc3Cl)C2=O)ccc1O	66	72*	-6	5	2	-45	2	8	-1	1
CCOC(=O)C1CCCN(CC(O)COc2cccc(C)c2)C1 (centres undefined)	-4	-2	7	-1	-5	3	-10	1	-4	-4
N#Cc1cccc(NC(=O)COC(=O)CCc2nc3ccccc3c(=O)[nH]2)c1	1	-7	21	x	0	-36	3	13	1	1
O=C(c1cc(S(=O)(=O)Nc2ccccc2F)c(Cl)cc1Cl)N1CCN(CCO)CC1	1	9	1	6	0	-12	6	4	0	-3
Cc1cc(/C=C2/NC(=O)N(Cc3ccccc3F)C2=O)c(C)n1-c1ccccn1	9	34	-36	1	5	-4	0	7	-2	6
Cc1c(C(=O)OCC(=O)Nc2ccccc2OC(F)F)cccc1[N+](=O)[O-]	-7	7	1	-1	8	1	-1	-4	5	0
O=C(NC(=S)NCc1nc2ccccc2[nH]1)c1ccccc1F	6	33	-143	0	-5	-31	0	3	1	1

Records listed so far that bear a hit mark in aSyn 5UTR inh:
Structure	HSF1 inhib	HSF1 activator	aSyn 5UTR inh	Dyrk1A ADPGlo	HSP90 refold inh	KLF5 inh	Platelet DG rel	GSK3B inh	GSK3 alpha inh
CC1=Nc2cc(C(=O)NCc3ccco3)ccc2Sc2ccc(C)cc21	-10	-19	101*	-2	5	68*	18	-9	-7
